# Screens as filed in PubChem.
# LAP4 TOR yeast: modulators of LAP4-GFP expression in yeast, primary screen, S. cerevisiae, multiplex flow cytometry, MLPCN library; 3 h; median GFP as percent of DMSO wells; GFP response vs DMSO, % at 10 µM; 320,000 compounds, 0.34% hits; AID 2023, 2009;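 active = GFP response vs DMSO above a set limit, about the screen mean plus 3 SD, cut at about 150% in these data; inconclusive = under 70 cell events counted for the yeast strain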
# procasp7 counter: procaspase-7 activators, primary screen, counter-screen for procaspase-3 activator project, biochemical, absorbance, HTS, human. activation, % at 8.5 µM. Caspase-7 (Homo sapiens), P55210. recombinant procaspase-7, Ac-DEVD-pNA absorbance 405 nm; D23A/D198A/D206A triple mutant, cannot self-cleave; scale: DMSO 0, 5 µM enzyme 100. 330,000 compounds, 0.093% hits;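 active = percent activation above the screen-wide mean plus 3 SD, cut at about 25% in these data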
#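 Detection: p-Nitroaniline absorbance at 405 nm, read at 0 and 120 min; system: Uncleavable procaspase-7 mutant enzyme; evaluation: % activation from two-timepoint absorbance difference, scaled to controls; times: 1 h enzyme–compound preincubation and 2 h substrate reaction, both 25 °C; buffer or medium: Zinc-free HEPES pH 7.4 with 300 mM NaCl, 0.01% Triton X-100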
# procasp3 activ: activators of human procaspase-3 D3A mutant, primary screen, biochemical, absorbance, PC-3 D3A mutant, single concentration; Caspase-3 (Homo sapiens), P42574; recombinant procaspase-3 D3A, Ac-DEVD-pNA absorbance 405 nm; activation, % at 8.5 µM; 330,000 compounds, 0.11% hits; AID 463141, 2010;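 active = activation above the mean of all tested compounds plus 3 SD, cut at about 21% in these data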;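 note: 0% = DMSO alone and 100% = DMSO wells spiked with extra 5 µM PC-3 D3A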
# Target sequence (P42574 whole entry D9A/D28A/D175A): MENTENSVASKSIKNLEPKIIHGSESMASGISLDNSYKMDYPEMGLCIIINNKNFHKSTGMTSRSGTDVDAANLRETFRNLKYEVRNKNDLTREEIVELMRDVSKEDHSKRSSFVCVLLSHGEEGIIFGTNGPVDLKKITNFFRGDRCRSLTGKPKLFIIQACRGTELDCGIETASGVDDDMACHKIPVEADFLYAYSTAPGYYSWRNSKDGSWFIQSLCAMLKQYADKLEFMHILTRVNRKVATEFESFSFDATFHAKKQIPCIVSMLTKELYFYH
#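 assay system = Procaspase-3 D3A mutant | signal = absorbance at 405 nm, 0 and 120 min | times = 1 h preincubation plus 2 h reaction at 25 °C | repeats = single replicate | read-out = % activation between DMSO and enzyme-spiked controls | medium = Zinc-free HEPES saline buffer with Triton X-100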
# AGP1 TOR yeast: modulators of AGP1-GFP expression in yeast TOR pathway, primary screen, cell-based, multiplex flow cytometry, S. cerevisiae, MLPCN library; AID 2066, 2009; 3 h; GFP as percent of DMSO wells; 320,000 compounds, 0.02% hits; GFP response vs DMSO, % at 10 µM;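 active = GFP response relative to DMSO above a set limit, near screen average plus 3 SD, cut at about 150% in these data; inconclusive = fewer than 70 cells counted for the yeast strain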;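 note: median GFP channel fluorescence of the gated AGP1 strain per well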
# RPL19A-GFP yeast: RPL19A-GFP expression modulators in yeast, primary screen, cell-based, S. cerevisiae, multiplex flow cytometry, MLPCN; S. cerevisiae RPL19A-GFP strain, 3 h; hits give low values; percent response vs DMSO, % at 10 µM; 330,000 compounds, 0.3% hits; AID 2025, 2009;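 active = percent response vs DMSO below 50%; inconclusive = fewer than 70 events counted for the yeast strain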;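 note: median channel GFP fluorescence of the barcoded RPL19A-GFP strain; ratio of sample median GFP to plate DMSO average so 100% = DMSO; lower means less RPL19A-GFP as with rapamycin TOR inhibition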
# MEP2-GFP yeast: modulators of MEP2-GFP levels in yeast, primary screen, S. cerevisiae, multiplex flow cytometry, MLPCN library | 330,000 compounds, 0.51% hits | S. cerevisiae MEP2-GFP strain, 3 h; 100% = DMSO control level | AID 2016, 2009 | GFP response vs DMSO, % at 10 µM;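 active = GFP response versus DMSO above a set limit, roughly screen mean plus 3 SD, cut at about 180% in these data; inconclusive = fewer than 70 cells counted for a yeast strain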;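 note: median GFP fluorescence of the barcode-gated MEP2-GFP cells per well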
# AHR activator: AHR activators, primary screen, cell-based, luminescence, luciferase reporter, human; Aryl hydrocarbon receptor (Homo sapiens), P35869; AHR-responsive luciferase reporter cells; activation, % at 5 µM; 320,000 compounds, 2.5% hits; in the data active = activation above about 47%;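 note: 0% = vehicle wells and 100% = reference agonist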
# Target sequence (P35869 whole entry, looked up): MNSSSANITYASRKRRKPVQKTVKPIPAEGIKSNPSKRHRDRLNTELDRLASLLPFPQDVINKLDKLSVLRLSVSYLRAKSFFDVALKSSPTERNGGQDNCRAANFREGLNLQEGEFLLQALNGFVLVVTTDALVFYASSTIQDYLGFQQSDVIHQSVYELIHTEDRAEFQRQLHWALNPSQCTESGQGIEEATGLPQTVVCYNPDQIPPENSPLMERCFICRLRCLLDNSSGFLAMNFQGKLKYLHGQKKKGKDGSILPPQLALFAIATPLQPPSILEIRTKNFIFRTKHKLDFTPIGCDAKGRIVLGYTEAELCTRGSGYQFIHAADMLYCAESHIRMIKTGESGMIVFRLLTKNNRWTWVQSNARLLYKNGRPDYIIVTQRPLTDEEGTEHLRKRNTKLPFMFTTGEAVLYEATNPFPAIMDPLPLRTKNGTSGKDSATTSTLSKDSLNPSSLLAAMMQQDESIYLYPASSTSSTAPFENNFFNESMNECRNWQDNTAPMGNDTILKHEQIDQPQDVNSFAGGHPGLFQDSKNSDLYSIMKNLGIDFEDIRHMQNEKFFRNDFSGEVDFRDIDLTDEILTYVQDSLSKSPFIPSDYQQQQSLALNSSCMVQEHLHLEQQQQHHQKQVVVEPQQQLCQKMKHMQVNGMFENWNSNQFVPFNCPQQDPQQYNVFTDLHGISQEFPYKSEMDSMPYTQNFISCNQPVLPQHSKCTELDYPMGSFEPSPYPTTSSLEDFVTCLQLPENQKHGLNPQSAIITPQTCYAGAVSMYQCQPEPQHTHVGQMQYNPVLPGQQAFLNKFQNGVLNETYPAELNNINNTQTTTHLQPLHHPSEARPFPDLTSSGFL
# CIT2 TOR yeast: modulators of CIT2-GFP expression in yeast, primary screen, S. cerevisiae, GFP fusion, multiplex flow cytometry, MLPCN library; AID 2029, 2009; GFP response vs DMSO, % at 10 µM; S. cerevisiae CIT2-GFP strain, 3 h; 100 means same as DMSO wells; 320,000 compounds, 0.065% hits;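 active = GFP response relative to DMSO above a set limit, near the screen mean plus 3 SD, cut at about 150% in these data; inconclusive = Fewer than 70 cells measured for a yeast strain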;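 note: ratio of well median GFP fluorescence to mean of DMSO wells on the plate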
# Active calls of the source: *; ? = inconclusive; / = not tested or not shown; [ ] = remark or other dose.
[1] O=C(Nc1ccc(S(=O)(=O)N2CCOCC2)cc1)c1ccc2ncsc2c1
[2] CCc1ccc(S(=O)(=O)NCCc2cn3ccccc3n2)s1
[3] O=C(Nc1nc(-c2cccs2)c(C(=O)C(F)(F)F)s1)c1ccccc1
[4] CC(C)(C)c1ccc(C(=O)NCC(=O)NNC(=O)c2ccccc2O)cc1
[5] Cn1c(=O)c(C(=O)NCc2ccc(F)cc2)c(O)c2ccccc21
[6] O=C(/C=C/c1ccc(Cl)cc1Cl)N(Cc1ccccc1)C1CCS(=O)(=O)C1 (configuration not stated)

compound no.,1,2,3,4,5,6
LAP4 TOR yeast,93,103,102,100,75,105
procasp7 counter,-9,-2,3,2,3,19
procasp3 activ,-11,-1,4,-3,-9,9
AGP1 TOR yeast,106,111,104,102,88,103
RPL19A-GFP yeast,101,101,104,95,93,107
MEP2-GFP yeast,92,103,95,99,84,104
AHR activator,4,0,2,10,-1,3
CIT2 TOR yeast,80,114,87,101,94,103

[7] CCc1nnc(NC(=O)C2CC(=O)N(Cc3ccco3)C2)s1 (configuration not stated)
[8] C1CCC(NC2=NCCC2)CC1
[9] COc1ccc(Cc2nnc(NC(=O)c3ccccc3Cl)s2)cc1OC
[10] CC(=O)c1ccc(NC(=O)C2CCCN2S(=O)(=O)c2ccc(F)cc2)cc1 (configuration not stated)
[11] C=CC[C@@H](Cc1ccc(F)cc1)C(=O)OC[C@H]1CCCN1C(=O)[C@H](CC=C)CC(=O)N(CCO)Cc1ccccc1
[12] COC(=O)c1ccc2c(c1)NC(=O)C(N(CC(C)C)CC(C)C)S2 (configuration not stated)

compound no.,7,8,9,10,11,12
LAP4 TOR yeast,103,99,87[may fluoresce red and violet],106,95,89
procasp7 counter,1,1,-2,1,-4,8
procasp3 activ,-2,-7,4,11,-1,-1
AGP1 TOR yeast,103,91,93[may fluoresce red and violet],103,93,97
RPL19A-GFP yeast,101,102,?,96,96,94
MEP2-GFP yeast,105,102,?,105,103,95
AHR activator,3,1,5,-1,-2,0
CIT2 TOR yeast,103,100,?,97,85,90

[13] CCCCNC(=O)c1cnc2n(c1=O)CCS2
[14] O=C(CCN1CCN(c2ccc(F)cc2)CC1)Nc1ccc(F)cc1
[15] COc1ccc(-c2nnc(C)c3nocc23)cc1
[16] CCCCn1c(NC(=S)Nc2ccccc2)nc2ccccc21
[17] CSc1ccccc1NC(=O)CN(C)CC(=O)Nc1ccccc1C(F)(F)F
[18] CCOCCOC(=O)C1=C(C)N(C)C(=O)NC1c1cc(Cl)c(O)c(OCC)c1 (configuration not stated)

compound no.,13,14,15,16,17,18
LAP4 TOR yeast,89,96,100,101,97,82
procasp7 counter,7,-2,-2,-2,4,9
procasp3 activ,-10,6,10,-2,4,-4
AGP1 TOR yeast,105,91,100,96,95,94
RPL19A-GFP yeast,99,88,100,98,99,95
MEP2-GFP yeast,96,90,106,97,98,98
AHR activator,3,-3,5,66*,0,1
CIT2 TOR yeast,96,91,100,100,97,95

[19] COCCn1c(SCC(=O)N2CCN(c3ccccc3)CC2)nc2c(c1=O)SC(C)C2 (configuration not stated)
[20] CNC(=O)CSc1nc2cccnc2n1C1CCCCC1
[21] Cc1ccc(NC(=O)C(C)OC(=O)Cn2cnc3ccccc3c2=O)cc1 (configuration not stated)
[22] O=S(=O)(c1cccc2cccnc12)N1CCCCC1
[23] O=c1c2ccccc2oc2ccc(-c3ccc4[nH]ccc4c3)cc12
[24] Cc1c(O)c(=O)n(-c2ccccc2)n1C

compound no.,19,20,21,22,23,24
LAP4 TOR yeast,109,93,103,98,113,107
procasp7 counter,6,-1,1,-8,-3,-13
procasp3 activ,4,-4,-2,-1,-2,9
AGP1 TOR yeast,101,99,102,92,85,88
RPL19A-GFP yeast,100,106,98,98,96,102
MEP2-GFP yeast,104,113,96,98,96,99
AHR activator,2,1,12,-2,13,-2
CIT2 TOR yeast,104,103,95,89,/,80

[25] CCOc1ccc(CCNC(=O)c2cc3ccccn3n2)cc1OCC
[26] COC(=O)Cc1cc(=O)[nH]c(/N=C(\N)Nc2ccccc2C)n1
[27] CC(C)c1ccc(C2NC(=O)CCC2[N+](=O)[O-])cc1 (configuration not stated)
[28] O=C(CN1C(=O)NC(CCc2ccccc2)C1=O)N1CCCCCC1 (configuration not stated)
[29] COC(CNC(=O)C(=O)Nc1ccc2c(c1)N(S(=O)(=O)c1cccs1)CCC2)OC
[30] CCCS(=O)(=O)N1CCC(C(=O)NCCc2ccc(C)cc2)CC1

compound no.,25,26,27,28,29,30
LAP4 TOR yeast,102,103,96,106,105,82
procasp7 counter,10,4,14,10,0,5
procasp3 activ,-2,4,12,3,-3,-4
AGP1 TOR yeast,98,99,107,106,104,91
RPL19A-GFP yeast,99,98,109,102,93,90
MEP2-GFP yeast,94,109,111,103,94,89
AHR activator,5,3,-1,1,0,-1
CIT2 TOR yeast,94,96,106,97,90,92

[31] CC(=O)c1ccccc1NC(=O)C1CC(=O)N(c2ccc3c(c2)OCCO3)C1 (configuration not stated)
[32] CCN(C(=O)c1cn(CC)c(=O)c2cc(OC)c(OC)cc12)c1ccccc1C
[33] CC(=O)c1sc(NC(=O)c2cccc(C)c2)nc1C
[34] COc1ccc(OCC(Cn2cnc3ccccc32)OC(C)=O)cc1 (configuration not stated)
[35] CC1CCN(c2c(NCC3CCC(C(=O)NCCc4ccccc4)CC3)c(=O)c2=O)CC1 (configuration not stated)
[36] CNC(=O)COC(=O)/C=C/c1ccco1

compound no.,31,32,33,34,35,36
LAP4 TOR yeast,101,77,102,99,107,100
procasp7 counter,-2,1,11,1,8,-1
procasp3 activ,-1,-6,4,1,6,-2
AGP1 TOR yeast,97,/,103,104,98,99
RPL19A-GFP yeast,97,95,103,106,103,103
MEP2-GFP yeast,100,75,103,107,96,108
AHR activator,9,5,3,3,-1,4
CIT2 TOR yeast,98,90,111,111,97,101

[37] CCCS(=O)(=O)N1CCC(C(=O)NCCC(C)C)CC1
[38] O=C(c1cc(COc2ccc(F)cc2Cl)on1)N1CCN(C2CCCC2)CC1
[39] Cc1ccc(S(=O)(=O)Nc2ccccc2N2CCOCC2)cc1
[40] CCOP(=O)(OCC)C(Nc1cc(Cl)cc(Cl)c1)c1cccc(O)c1 (configuration not stated)
[41] CCOC(=O)Cc1csc(NC(=O)CSc2nnnn2-c2ccc(C)cc2C)n1
[42] Nc1ccccc1Nc1cc(-c2ccccc2)nn1-c1ccccc1

compound no.,37,38,39,40,41,42
LAP4 TOR yeast,99,95,101,100,98,93
procasp7 counter,5,7,8,-1,5,-1
procasp3 activ,4,4,5,3,-3,-5
AGP1 TOR yeast,107,105,108,99,104,97
RPL19A-GFP yeast,103,104,100,97,103,101
MEP2-GFP yeast,110,97,104,104,108,101
AHR activator,0,-3,-3,-1,0,3
CIT2 TOR yeast,109,101,104,97,88,96

# Rewritten with each value named: four of the compounds above.
39: Cc1ccc(S(=O)(=O)Nc2ccccc2N2CCOCC2)cc1
  LAP4 TOR yeast: 101
  procasp7 counter: 8
  procasp3 activ: 5
  AGP1 TOR yeast: 108
  RPL19A-GFP yeast: 100
  MEP2-GFP yeast: 104
  AHR activator: -3
  CIT2 TOR yeast: 104
40: CCOP(=O)(OCC)C(Nc1cc(Cl)cc(Cl)c1)c1cccc(O)c1 (configuration not stated)
  LAP4 TOR yeast: 100
  procasp7 counter: -1
  procasp3 activ: 3
  AGP1 TOR yeast: 99
  RPL19A-GFP yeast: 97
  MEP2-GFP yeast: 104
  AHR activator: -1
  CIT2 TOR yeast: 97
41: CCOC(=O)Cc1csc(NC(=O)CSc2nnnn2-c2ccc(C)cc2C)n1
  LAP4 TOR yeast: 98
  procasp7 counter: 5
  procasp3 activ: -3
  AGP1 TOR yeast: 104
  RPL19A-GFP yeast: 103
  MEP2-GFP yeast: 108
  AHR activator: 0
  CIT2 TOR yeast: 88
42: Nc1ccccc1Nc1cc(-c2ccccc2)nn1-c1ccccc1
  LAP4 TOR yeast: 93
  procasp7 counter: -1
  procasp3 activ: -5
  AGP1 TOR yeast: 97
  RPL19A-GFP yeast: 101
  MEP2-GFP yeast: 101
  AHR activator: 3
  CIT2 TOR yeast: 96

# The list goes on:
[43] CCOC(=O)C(=O)Nc1cccc(C(=O)OCC)c1
[44] CCOC(=O)c1c(-c2ccc(-c3ccccc3)cc2)csc1NC(=O)CNCCN(C)C
[45] Cn1nc(C(=O)Nc2ccc3c(c2)OCO3)c2ccccc2c1=O
[46] NC(=O)C1CCN(CC(=O)Nc2ccccc2N2CCOCC2)CC1
[47] O=C(c1ccc2c(c1)OCO2)N(c1ccccc1)C1C=CS(=O)(=O)C1 (configuration not stated)
[48] Cn1cc(C(=O)c2cccc(Cl)c2)cc1C#N

compound no.,43,44,45,46,47,48
LAP4 TOR yeast,96,123,86,111,96,100
procasp7 counter,2,-6,-16,-1,-6,3
procasp3 activ,-2,6,-3,-6,1,-3
AGP1 TOR yeast,101,94,87,109,103,99
RPL19A-GFP yeast,103,84,105,103,98,102
MEP2-GFP yeast,106,102,116,101,100,104
AHR activator,-1,-3,123*,2,2,-2
CIT2 TOR yeast,103,88,/,106,101,97

[49] COc1ccc(NC(=O)CN(C)C(=O)c2cc(C3CC3)nn2-c2ccccc2)cc1
[50] COc1ccc(C2NC(=O)NC(C)=C2C(=O)Nc2cc(C)ccc2C)cc1OC (configuration not stated)
[51] Cc1cc(C)n(CCC(=O)N2CCN(S(=O)(=O)c3ccccc3)CC2)n1
[52] COc1ccccc1-n1c(=S)[nH]c2c(sc(=S)n2-c2ccccc2)c1=O
[53] O=C(NCc1cccnc1)C(=O)NCC1OCCN1S(=O)(=O)c1ccccc1 (configuration not stated)
[54] COC(=O)c1ccc(NC(=O)CCS(=O)(=O)c2ccc(Br)s2)cc1

compound no.,49,50,51,52,53,54
LAP4 TOR yeast,101,94,98,101,103,96
procasp7 counter,6,-6,13,3,-3,14
procasp3 activ,3,-3,0,5,5,5
AGP1 TOR yeast,101,93,103,117,113,92
RPL19A-GFP yeast,97,95,104,111,105,94
MEP2-GFP yeast,101,101,104,104,102,97
AHR activator,2,2,0,-2,1,3
CIT2 TOR yeast,93,89,102,105,119,87

[55] CC1CCCC(C)N1C(=O)CSc1nnc(COc2cccc3cccnc23)o1 (configuration not stated)
[56] CCOc1ccc(N2C(=O)CC(N3CC(C)OC(C)C3)C2=O)cc1 (configuration not stated)
[57] CCCOc1cccc(NC(=O)c2cc(C)oc2C)c1
[58] Cc1nn(Cc2ccc(Cl)cc2)c(C)c1NC(=O)CSc1nc2c(c(C(F)(F)F)n1)CCc1ccccc1-2

compound no.,55,56,57,58
LAP4 TOR yeast,101,99,104,98
procasp7 counter,15,-1,-3,2
procasp3 activ,-10,-11,0,-3
AGP1 TOR yeast,107,93,99,105
RPL19A-GFP yeast,105,95,106,107
MEP2-GFP yeast,106,101,96,103
AHR activator,3,-3,22,1
CIT2 TOR yeast,99,91,102,103
